# Source: PubChem (National Center for Advancing Translational Sciences (NCATS))
# DT40 TDP1 no CPT = qHTS for Inhibitors of human tyrosyl-DNA phosphodiesterase 1 (TDP1): qHTS in cells in absence of CPT; DT40 Tdp1-/- hTDP1 cells, no CPT, ATP luminescence, 48 h; actives 15% (n = 420,000); Potency, µM (titrated, usually from 46.2 µM), for inactives: at the highest dose activity change, negative = growth inhibition, hits mostly inhibitors; AID 686978, 2013; further: nearly all actives have a fitted effect of over 55% in size
#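 Growth kinetics read by CellTiter-Glo luminescence after ≥48 hr at 37 °C. Cells: DT40 Tdp1-/- stably carrying human TDP1, 400 per well, compound exposure in the absence of CPT (DMSO vehicle).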
# KAT2A inh = qHTS Assay for Inhibitors of GCN5L2. GCN5L2 HAT assay, ThioGlo1 CoA-SH fluorescence. Histone acetyltransferase KAT2A (Homo sapiens), Q92830. Potency, µM (highest dose often 58.9 µM), without a hit: at the top dose activity change, negative = inhibition, usual class: inhibitors. actives 0.21% (n = 390,000)
# Target sequence (Q92830 whole entry, looked up): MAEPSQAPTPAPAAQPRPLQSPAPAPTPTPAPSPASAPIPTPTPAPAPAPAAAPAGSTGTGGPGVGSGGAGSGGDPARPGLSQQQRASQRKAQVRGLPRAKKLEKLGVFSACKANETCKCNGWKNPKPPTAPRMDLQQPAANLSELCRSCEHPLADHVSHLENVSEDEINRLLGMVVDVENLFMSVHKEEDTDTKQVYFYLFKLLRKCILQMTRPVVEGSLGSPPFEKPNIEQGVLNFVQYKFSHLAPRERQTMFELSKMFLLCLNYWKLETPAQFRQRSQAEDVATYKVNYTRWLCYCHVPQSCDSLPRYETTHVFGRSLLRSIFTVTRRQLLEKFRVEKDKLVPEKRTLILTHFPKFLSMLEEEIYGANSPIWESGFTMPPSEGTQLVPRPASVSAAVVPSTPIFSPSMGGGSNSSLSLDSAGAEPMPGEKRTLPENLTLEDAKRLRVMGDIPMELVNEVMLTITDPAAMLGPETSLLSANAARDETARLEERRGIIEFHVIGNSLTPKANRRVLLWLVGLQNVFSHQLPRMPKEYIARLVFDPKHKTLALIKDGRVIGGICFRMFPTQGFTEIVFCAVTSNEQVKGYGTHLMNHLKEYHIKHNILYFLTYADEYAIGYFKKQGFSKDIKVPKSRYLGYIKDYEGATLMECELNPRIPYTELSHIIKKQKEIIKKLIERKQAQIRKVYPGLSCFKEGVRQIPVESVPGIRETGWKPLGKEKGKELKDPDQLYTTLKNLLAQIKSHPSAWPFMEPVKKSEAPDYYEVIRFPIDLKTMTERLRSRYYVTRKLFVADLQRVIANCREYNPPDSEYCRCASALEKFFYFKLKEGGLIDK
#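 Enzyme at 20nM final was mixed with library compounds for 15 min at room temperature. Peptide H3(1-25) at 75uM, acetyl-CoA at 70uM and ThioGlo1 at 50uM were then added. Plates were read immediately and after 20 min (Ex340nm/Em540nm).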
# DT40 TDP1 CPT = qHTS for Inhibitors of human tyrosyl-DNA phosphodiesterase 1 (TDP1): qHTS in cells in presence of CPT | actives 12% (n = 420,000) | AID 686979, 2013 | chicken DT40 Tdp1-/-;hTDP1 cells + 20 nM CPT, ATP luminescence, 48 h | Potency, µM (titrated, usually from 46.2 µM), inactives show at the highest dose activity change, negative = growth inhibition, usual class: inhibitors; further: nearly all actives have a fitted effect of over 55% in size
#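 Cell growth measured by CellTiter-Glo luminescence after a minimum 48 h, 37 C compound exposure with 20 nM CPT in Tdp1-knockout DT40 cells stably expressing hTDP1, seeded 400/well; qHTS titration format.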
# * hit, by the source's call; ? = inconclusive; . = no result given; & = joins results of further samples; [ ] = another dose, or the depositor's remark. The call rests on the fitted dose curve; in most records, active means well fitted curve in the direction sought with a large enough effect; inconclusive means small, poorly fitted or top-dose-only effect, or another doubt; inactive means no such curve, though single readings can be large; an effect the other way counts as inactive or inconclusive. On the % scale 0 is the no-effect control and ±100 the full control effect; potency means the concentration at half of the fitted maximal effect. Some of the compounds tested, so the mix of outcomes need not match the whole.
Structure	DT40 TDP1 no CPT	KAT2A inh	DT40 TDP1 CPT
COC(=O)C[C@](O)(CCCC(C)(C)O)C(=O)O[C@@H]1C(OC)=CC23CCCN2CCc2cc4c(cc2[C@H]13)OCO4 (stereo partly drawn)	0.0094µM*	.	0.013µM*
CCCCN1C(=O)/C(=C/c2ccc(N(C)C)cc2)C(=O)N(Cc2ccco2)C1=O	-6%	?	4%
Cc1cc(C)nc(/N=C(\N)c2c(O)[nH]c(=O)[nH]c2=O)n1	3%	1%	0%
Cc1ccc2c(c1)C1CN(C)CCC1N2C(=O)Nc1ccc(Cl)cc1 (stereo not drawn)	26µM*	1%	?
CN1CCN(Cc2ccc(Br)s2)CC1	2%	1%[0.501 µM]	-7%
CCSc1nnc(NC(=O)c2cccn(Cc3ccc(Cl)cc3)c2=O)s1	1%	-11%	0%
CC1CN1P(=S)(c1ccccc1)N1CC1C (stereo not drawn)	-9%	.	-29%
CCOc1cc2c(cc1OCC)-n1cccc1C(c1ccc(OC)c(OC)c1)NC2 (stereo not drawn)	?	-13%	?
N#C/C=C/C#N	?	-1%	?
CCC(=NCCc1ccccc1)c1c(O)n(C)c(=O)n(C)c1=O	8.2µM*	-1%	?
O=C1NC(=O)C2(Cc3ccccc3N3CCCC32)C(=O)N1Cc1ccccc1 (stereo not drawn)	23µM*	-5%	?
c1cc2c(cc1CN1CCNCC1)OCO2	2%	20%	-16%
NCCCP(=O)(O)CCc1ccccc1	-4%	2%	-1%
CCCCCC1C(=O)O[C@H](C)[C@@H](NC(=O)c2cccc(NC=O)c2O)C(=O)OC(C)C1OC(=O)CC(C)C (stereo partly drawn)	0.046µM*	?	0.046µM*
CC(C)(C)C(=O)OC1=CN(Cc2ccccc2)S(=O)(=O)c2ccccc21	?	-13%	-22%
c1ccc(CNCCc2ccc3c(c2)OCO3)nc1	-11%	0%	-28%
CN1[C@@H]2CC[C@H]1CC(O[C@@H](c1ccccc1)c1ccc(Cl)cc1)C2 (stereo partly drawn)	4.2µM*	.	2.7µM*
CCOC(=O)C1(c2ccccc2)CCN(CC(=O)Nc2ccc(C)cc2)CC1	?	2%	?
COc1ccc(-n2c(C)nc3cc(C(=O)N4CCC5(CC4)OCCO5)ccc32)cc1	?	-3%	?
O=C(Oc1ccccc1)N1CCC2(CC1)CN(C(c1ccccc1)c1ccccc1)C2	?	-8%	-12%
COc1ccc(OC)c(-n2c(O)c(C=Nc3c(C)n(C)n(-c4ccccc4)c3=O)c(=O)[nH]c2=S)c1	-14%	-9%	7%
Cc1cc(C)cc(NC(=O)CN2C(=O)CN=C(c3ccccc3)c3cc(Cl)ccc32)c1	?	-13%	21µM*
C=CCn1c(O)c(C(CC)=NCc2cc(OC)cc(OC)c2)c(=O)[nH]c1=O	7.3µM*	-2%	7.3µM*
COc1ccc(OC)c(-n2c(O)c(C=NCc3ccc4c(c3)OCO4)c(=O)[nH]c2=O)c1	-8%	-5%	6%
COC(=O)COc1ccc(/C=C2\C(=O)NC(=S)N(c3ccc(C)cc3)C2=O)cc1OC	7%	-13%	-2%
N#C/C(=C(/O)c1ccc(S(=O)(=O)N(CCCl)CCCl)cc1)c1nc2ccccc2[nH]1	-17%	?	1%
C[C@H](CO)N1C[C@H](C)[C@@H](CN(C)C(=O)Oc2ccc3ccccc3c2)OCc2cn(nn2)CCCC1=O	-1%	.	-1%
CN1CCN(c2c[nH]c(=O)[nH]c2=O)CC1	5%	2%	3%
CCOC(=O)C(O)(c1ccc(N(C)C(=O)c2ccc(Cl)c(Cl)c2)cc1)C(F)(F)F (stereo not drawn)	13µM*	-1%	21µM*
CN1CCN(c2nc([N+](=O)[O-])nn2C)CC1	-1%	-1%	-14%
ClCCN(CCCl)c1ccc(C=Nc2ccc(/C=C/c3ccnc4ccccc34)cc2)cc1	11µM*	.	10µM*
COC(=O)CNC(=O)c1cn(CCC#N)nc1-c1ccc(F)cc1	6%	-5%	8%
COc1ccc(NC(=O)Nc2ccc3c(c2)C(=O)N([C@H](C)CO)C[C@H](C)[C@@H](CN(C)Cc2ccc(Cl)c(Cl)c2)OCCCC[C@@H](C)O3)cc1	16µM*	.	-17%
COc1cccc(NC(=O)N2CCc3nc(Nc4ccc(C(C)C)cc4)ncc3C2)c1	?	.	26µM*
CCCCn1c(O)c(C(CC)=NC(C)c2ccccc2)c(=O)[nH]c1=O (stereo not drawn)	26µM*	-9%	?
CCC1(c2cnc[nH]2)Cc2ccccc2C1	?	.	?
CC(CN)CC(=O)O (stereo not drawn)	13%	0%	0%
COc1ccc(NP(=O)(Oc2ccc(Cl)cc2)Oc2ccc(Cl)cc2)cc1OC	26µM*	-11%	18µM*
O=[N+]([O-])[N-][n+]1cnn(Cc2ccccc2)c1	6%	-3%	1%
OC(c1ccccc1)(c1ccccc1)c1ccncc1	?	0%	?
NC(=O)c1c(NC(=O)c2ccc(S(=O)(=O)N(CCCl)CCCl)cc2)sc2c1CCCCC2	15µM*	4%	10µM*
NC(=NCCC[C@H](N)C(=O)O)N[N+](=O)[O-]	-1%	1%&-6%	3%
Cc1cc(C)cc(-n2c(C)cc(/C=C3\C(=O)NC(=O)N(C)C3=O)c2C)c1	-13%	-3%	-8%
CC1=CC(=O)OC2CC3OC4C[C@@H](C)C5OC6CC7O[C@]8(C)C/C=C\C9OC%10CC%11OC(CC(C)CO)CC(O)[C@]%11(C)OC%10CC9OC8C[C@]7(C)O[C@]6(C)CCC5OC4C[C@]3(C)OC12 (stereo partly drawn)	21µM*	2%	18µM*
COc1ccc(N2CCN(C(=O)c3cc(=O)[nH]c4ccccc34)CC2)cc1	?	-2%	5%
COc1ccc(CCNC2CCCCC2)cc1	1%	1%	-1%
CC(C)c1ccc(N2C(=O)NC(=O)/C(=C\c3cnc(-c4ccccc4)nc3)C2=O)cc1	?	-9%	?
Cc1ccc(/C=C2\C(=O)NC(=O)N(Cc3ccccc3Cl)C2=O)o1	?	-8%	?
CC(C)CCCn1c(O)c(/C=C2/C=CC=N2)c(=O)[nH]c1=O	5.2µM*	-10%	5.8µM*
CC(=O)OC1CC[C@@]2(C)C3CC[C@]4(C)C(=O)CCC4C3CC[C@H]2C1 (stereo partly drawn)	-1%	-23%	?
CCCC(=O)OCC[N+](C)(C)C	1%&-13%	-2%&11%	1%&4%
O=C(c1ccc(F)c([N+](=O)[O-])c1)N1CC2CC(C1)c1cccc(=O)n1C2 (stereo not drawn)	?	-22%	-27%
c1cc(CNCCc2ccc3c(c2)OCO3)ccn1	-11%	-12%	-29%
CCC(NC(=O)OC(C)(C)C)C(=O)Oc1cc(C)cc2oc(=O)c3c(c12)CCC3 (stereo not drawn)	12µM*	-7%	21µM*
Cc1cc(C(=O)OCC(=O)Nc2ccccc2F)c(C)n1C1CC1	-43%	-8%	?
CC(C)(C)c1ccc(C(=O)Nc2ccc3nc(SCC(=O)N4CCCC4)sc3c2)cc1	4.1µM*	-21%	8.2µM*
Cc1cc(NC(=O)CCl)nn1C	15µM*	-3%	23µM*
COc1cc(C(=O)N2Cc3ccc(Br)cc3-n3nncc3C2)cc(OC)c1OC	?	.	-22%
CN(C)c1ccc(/C=C/C=C/c2sc3ccccc3[n+]2C)cc1	0.13µM*	-1%	0.92µM*
O=C1Nc2ccccc2C(c2ccccc2)=NC1O (stereo not drawn)	-8%	9%	?

# Some of these compounds in order of number of heavy atoms, smallest number first:
Structure	DT40 TDP1 no CPT	KAT2A inh	DT40 TDP1 CPT
COc1ccc(CCNC2CCCCC2)cc1	1%	1%	-1%
CC(=O)OC1CC[C@@]2(C)C3CC[C@]4(C)C(=O)CCC4C3CC[C@H]2C1 (stereo partly drawn)	-1%	-23%	?
Cc1cc(C)cc(-n2c(C)cc(/C=C3\C(=O)NC(=O)N(C)C3=O)c2C)c1	-13%	-3%	-8%
COc1ccc(NC(=O)Nc2ccc3c(c2)C(=O)N([C@H](C)CO)C[C@H](C)[C@@H](CN(C)Cc2ccc(Cl)c(Cl)c2)OCCCC[C@@H](C)O3)cc1	16µM*	.	-17%

# Next part
Structure	DT40 TDP1 no CPT	KAT2A inh	DT40 TDP1 CPT
COC(=O)C1=C(C(=O)OC)SC2(S1)C(C(=O)OC)=C(C(=O)OC)Sc1c2ssc1=O	0.18µM*	.	0.092µM*
COc1ccc(NP(=O)(Oc2ccccc2OC)Oc2ccccc2OC)cc1	16µM*	-5%	?
CC(C)(C)NS(=O)(=O)c1ccc(OCC(=O)N2CCN(Cc3ccccc3)CC2)cc1	?	?	?
CCCNC(=O)N1[C@H]2CC[C@@H]1C(C(=O)OC)=C(c1ccc(OC)c(OC)c1)C2	-11%	-13%	-3%
COC(=O)C1=C(c2ccc(C(C)=O)cc2)C[C@@H]2CC[C@H]1N2C(=O)NCc1ccc(F)cc1	?	2%	-8%
CN1CCN(c2c(C#N)c(C(F)(F)F)nn2C)CC1	-8%	-1%	3%
COc1cc(C2c3cc4c(cc3CC3COC(=O)C32)OCO4)cc(OC)c1OC (stereo not drawn)	0.0052µM*	-12%	0.021µM*
c1ccc2c(c1)-c1cccc3cccc-2c13	-19%	-2%	-14%
CCOC(=O)CCN=Cc1c(O)n(-c2ccc(Br)cc2)c(=O)[nH]c1=O	8%	-3%	-1%
Cc1ccc(C)c(N2CCN(C(=O)C3CCN(Cc4nc(-c5cccc(Cl)c5)oc4C)CC3)CC2)c1	6.5µM*	-6%	9.2µM*
CCCCCn1c(=O)c(C(=O)Nc2cc(C)ccn2)c(O)c2ccccc21	7.3µM*	-18%	7.3µM*
CC=C(CC)C1(CCC)C(=O)NC(=S)NC1=O	-7%	.	17%
CCOc1ccc(-n2c(O)c(C=NCCCn3ccnc3)c(=O)[nH]c2=O)cc1	-6%	-3%	-13%
O=C(COc1ccccc1/C=C1/NC(=O)NC1=O)Nc1ccccc1	?	-8%	21µM*
N#C/C(=C\c1cccc(O)c1)C(=O)O	7%	-5%	4%
c1cc(N2CCCC3(CCNCC3)C2)ccn1	9.2µM*	2%	9.2µM*
COc1ccc(-n2c(SCCN(C)C)nc3ccccc3c2=O)cc1	?	-2%	?
CC(=Nc1ccccc1N)c1c(O)n(C)c(=O)n(C)c1=O	-16%	2%	-13%
O=C(CCc1ccccc1)N1Cc2cc(-c3ccccc3)ccc2-n2nncc2C1	?	.	?
Clc1ccc(Sc2oc(/C=N/n3cnnc3)cc2Br)cc1	?	-7%	?
COCCNC(=O)CN1C(=O)CN=C(c2ccccc2)c2ccccc21	2%	-3%	19%
CC(=O)c1c(C)[nH]c(C(=O)N2CCC3(CC2)OCCO3)c1C	-7%	-9%	-8%
COC(=O)C1=C(c2ccc(F)cc2OCc2ccccc2)C[C@@H]2CC[C@H]1N2C(=O)NCCOc1ccccc1	16µM*	-5%	?
CC(=O)O/C(=C1\CC2C3CC=C4CC(OC(C)=O)CCC4(C)C3CCC2(C)C1=O)C(F)(F)F (stereo not drawn)	3.7µM*	.	4.6µM*
CC/C(=N\N1CCCCC1)c1c(O)[nH]c(=O)[nH]c1=O	-4%	-24%	7%
CCOC(=O)C1=Nc2ccccc2/C1=C\c1c(O)n(C)c(=O)n(C)c1=O	?	-5%	?
CC(C)(O)[C@H]1O[C@@H]2CC[C@]3(C)[C@@]4(C)c5[nH]c6ccccc6c5C[C@@H]4CC[C@]3(O)C2=CC1=O	?	-22%	?
CC(=O)OC1CC(OC2C(O)CC(OC3C(O)CC(OC4CCC5(C)C(CCC6C5CCC5(C)C(C7=CC(=O)OC7)CCC65O)C4)OC3C)OC2C)OC(C)C1OC1OC(CO)C(O)C(O)C1O (stereo not drawn)	0.41µM*	.	0.58µM*
N#Cc1ccc(CN2CCC3(CC2)CCN(C(=O)Oc2ccccc2)CC3)cc1	-21%	-5%	-1%
O=C(CF)NC(NC(=S)Nc1ccccc1O)C(Cl)(Cl)Cl (stereo not drawn)	-42%	-2%	?
C=CCn1c(O)c(/C(C)=N/N2CCCCCC2)c(=O)[nH]c1=O	?	-25%	?
COc1cc(C2c3cc4c(cc3C(OC(C)=O)[C@H]3COC(=O)C23)OCO4)cc(OC)c1OC (stereo partly drawn)	0.033µM*	-17%&-5%	1µM*
